PLAP inhibition = PLAP enzyme inhibitors, biochemical, luminescence, HTS (AID 690); purified PLAP, luminescent substrate; higher % means a stronger effect; inhibition, % at 20 µM; hits with a dose series show IC50 in µM; 96,000 compounds, 0.08% hits; in the data active = a potency from the dose series; inactive = the rest, 99 in 100 with inhibition below about 30%; also: strong numbers were not always called active
Bcl-B TR3 displacers = displacers of TR3 peptide from Bcl-B, primary screen, selectivity assay for Bfl-1 inhibitor project, biochemical, fluorescence polarization; Bcl-2-like protein 10 (Homo sapiens); FP displacement of FITC-TR3 peptide from Bcl-B; higher % means a stronger effect; displacement, % at 20 µM, or IC50 in µM where a hit was titrated; 96,000 compounds, 0.11% hits; AID 748, 2007;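 active = displacement above 50% at 20 µM plus a fluorescence interference ratio under 1.5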;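 also: plate controls were wells without compound for no effect and wells lacking Bcl-B protein for full effect; a part of the inactive calls stands beside numbers as strong as those of hits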
MRP resist rev = reversal of MRP1-mediated doxorubicin resistance, primary screen, H69AR cells, doxorubicin co-treatment; differential viability (reversal), % at 10 µM; AID 602, 2007; H69AR cells + 2 uM doxorubicin, CellTiter-Glo, 72 h; 85,000 compounds, 0.04% hits;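 active = viability drop by adding the cancer drug above about 55%, with treated viability meeting a 40% cutoff, limit read from the data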;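 also: viability without doxorubicin minus viability with 2 µM doxorubicin for each compound; larger differential means the compound sensitizes cells more to doxorubicin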
NFkB transloc inh = inhibitors of IL-1B driven NFkB p65 nuclear import, primary screen, imaging, HUVEC, IL-1B stimulus, high-content imaging. HUVEC IL-1B NFkB p65 nuclear translocation imaging. inhibition, % at 2 µM. 94,000 compounds, 0.43% hits;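 active = inhibition above about 30% together with a positive call from visual inspection of the well image, limit read from the data; inconclusive = inhibition above a set limit but visual check negative; inactive = inhibition not above a set limit, visual check negative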;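 also: nuclear over cytoplasmic p65 intensity ratio measured by imaging; 0% = IL-1B stimulated DMSO wells and 100% = unstimulated DMSO wells; values of inactives mirror those of a sister screen read the other way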
IL1B NFkB pot = enhancers of NFkB p65 translocation in HUVEC – imaging, IL-1B stimulus, high-content imaging, primary screen | activation, % at 2 µM | HUVEC IL-1B NFkB p65 nuclear translocation imaging | 94,000 compounds, 0.3% hits;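 active = activation above 40%, about the mean plus 3 SD, also judged a hit on visual image review; inconclusive = activation above 40% but not a hit on visual review; inactive = activation not above 40% and no visual hit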;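 also: percent activation is computed from the nuclear over cytoplasmic p65 intensity ratio; values of inactives mirror those of a sister screen read the other way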
MRP resist rev cytotoxicity = also measured in MRP resist rev; calls as there; viability, %; H69AR cells, CellTiter-Glo, 72 h; measured here: cytotoxicity without doxorubicin
MRP resist rev with doxorubicin = recorded beside MRP resist rev, whose call it bears; viability, %; measured here: viability with 2 uM doxorubicin; hits give low values
NFkB transloc inh cell count 2 µM = second read-out of NFkB transloc inh, no call of its own (marks repeat the call); cell count; measured here: cells passing quality filter;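 raw number of nuclei counted in each imaged well without normalization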
IL1B NFkB pot cell count 2 µM = recorded beside IL1B NFkB pot, whose call it bears; cell count; measured here: cells passing quality filter
An asterisk follows results filed as active; ? = inconclusive; nt = no result given. A portion of the library (hit frequency here may not be typical).

SMILES	PLAP inhibition	Bcl-B TR3 displacers	MRP resist rev	MRP resist rev cytotoxicity	MRP resist rev with doxorubicin	NFkB transloc inh	NFkB transloc inh cell count 2 µM	IL1B NFkB pot	IL1B NFkB pot cell count 2 µM
O=C(c1cc2ccccc2oc1=O)N1CCSC1c1ccco1 (configuration not stated)	-21%	-6%	3	94	91	6	200	-6	200
O=C(OCc1c(Cl)cccc1Cl)c1cnccn1	-6%	-10%	3	106	103	8	151	-8	151
CC(Sc1nc2ccc(Br)cc2[nH]1)C(=O)O (configuration not stated)	-6%	-4%	-30	81	111	-7	150	7	150
CCOC(=O)COc1ccc(S(=O)(=O)c2ccc(OCC(=O)OCC)cc2)cc1	19%	-4%	-5	97	102	-1	179	1	179
CCN(CC)C(=O)CSc1nnc(-c2cccnc2)n1CCc1ccccc1	-21%	1%	-2	87	89	-14	210	14	210
COc1ccc(OC)c(NC(=O)C(=O)N/N=C/c2ccccc2[N+](=O)[O-])c1	-22%	17%	nt	nt	nt	-2	159	2	159
CCCOC(=O)c1ccc(Oc2cn[nH]c2-c2ccc(OCC)cc2O)cc1	-35%	-9%	-3	3	6	12	57	-12	57
O=C(c1cc2nc(C3CC3)cc(C(F)F)n2n1)N1CCOCC1	-46%	-12%	8	94	86	-8	149	8	149
O=C(N/N=C/c1ccsc1)c1cc(O)cc(O)c1	2%	2%	nt	nt	nt	8	111	-8	111
O=C(NC(=O)c1ccccc1)OCC(F)(F)F	11%	-4%	4	97	94	5	105	-5	105
O=C(Nc1ccc(Br)cc1)c1ccc(N2C(=O)C3CC=C(Cl)CC3C2=O)cc1 (configuration not stated)	21%	-24%	0	25	26	-7	162	7	162
Cc1ccc(S(=O)(=O)NCc2cn3ccsc3n2)c(C)c1	-17%	18%	0	93	93	-9	124	9	124
Cc1nc2ccccc2c2oc(C(=O)NCc3ccc4c(c3)OCO4)cc12	-52%	15%	6	86	80	-5	49	5	49
Cc1cc(Cl)ccc1OCCCC(N)=O	21%	-2%	8	111	103	-2	171	2	171
COc1ccccc1C(=O)n1nc(-c2ccc(Cl)cc2)nc1N	9%	2%	7	74	67	-10	145	10	145
COc1ccc(-n2ccc(=O)c3c2CCCC3=O)cc1	4%	0%	7	96	89	-42	145	?	nt
COC(=O)CSc1nc2ccc(NC(C)=O)cc2s1	12%	-3%	183	284	100	-15	176	15	176
COC(=O)c1ccc(NC(=O)CCS(=O)(=O)c2ccc(Br)s2)cc1	1%	3%	19	98	79	-11	160	11	160
COc1ccc(N(C(=O)c2ccccc2OC(C)=O)C(C)C2CC2)cc1 (configuration not stated)	-33%	-6%	7	101	94	-14	131	14	131
Cc1onc(-c2ccccc2Cl)c1C(=O)Nc1cccc(-c2cn3cccnc3n2)c1	-24%	-14%	-20	96	116	94*	20*	-94	20
CN(C)C(=O)c1noc2cc([N+](=O)[O-])ccc12	-2%	1%	nt	nt	nt	10	137	-10	137
Cc1cccc(NC(=O)c2ccc(S(=O)(=O)N(C)C)cc2)c1	-1%	1%	13	97	84	5	215	-5	215
COc1ccc(O)c(/C=N/Nc2nc(Nc3ccccc3)nc(-n3nc(C)cc3C)n2)c1	-18%	-6%	nt	nt	nt	-20	129	19	129
CN1C(C)(C)CC(NC(=O)CCC(=O)NC2CC(C)(C)N(C)C(C)(C)C2)CC1(C)C	nt	nt	-2	79	81	-7	127	7	127
COc1ccccc1-n1c(SCC(=O)Nc2ccccc2F)nc2[nH]ncc2c1=O	-68%	4%	-10	93	102	-6	174	6	174
CCC(C)NC(=O)CN1C(=O)CC(C)(C)S(=O)(=O)c2ccccc21 (configuration not stated)	11%	1%	7	100	93	-3	184	3	184
CCOc1ccc(CCNC(=O)C2CCN(S(=O)(=O)N3CCOCC3)CC2)cc1OCC	-6%	11%	4	86	82	1	97	1	97
Cc1ccc(-n2c(N)c(C(=O)NCc3cccnc3)sc2=S)cc1	-4%	2%	15	91	76	-10	154	10	154
CCc1nnc(NC(=O)CSc2nnc(-c3ccoc3C)n2-c2ccc(C)cc2)s1	-76%	-3%	-17	74	90	8	158	-7	158
CCNC(=O)NCCc1c[nH]c2ccc(Cl)cc12	-5%	2%	-7	81	88	nt	nt	nt	nt
N#Cc1c(N)nc2c3c(sc(=N)c2c1N)NC(=O)CC3c1ccccc1 (configuration not stated)	-6%	-19%	nt	nt	nt	-15	100	15	100
CCN1CCN(C(=S)c2ccc(OCC(=O)Nc3ccc(OC)cc3)cc2)CC1	nt	nt	nt	nt	nt	-7	160	7	160
COc1ccc(-c2cc(C(=O)N3CC4(C)CC3CC(C)(C)C4)no2)cc1OC (configuration not stated)	-5%	0%	22	100	78	-24	94	24	94
COc1ccc(NC(=O)c2cc(OC)c(OC)c(OC)c2)cn1	-5%	5%	8	84	77	48*	137*	-48	137
COc1ccc(C(=O)NC2CCN(C(=S)Nc3cc(C)ccc3C)CC2)cc1	18%	4%	nt	nt	nt	-2	119	2	119
Cc1cc(COc2ccccc2O)on1	17%	-9%	0	93	93	nt	nt	nt	nt
Cn1nc(C(=O)N2CCN(S(=O)(=O)c3ccccc3)CC2)c2ccccc2c1=O	-20%	-6%	0	94	93	4	178	-4	178
CCN(CC)S(=O)(=O)c1cccc(-c2nnc(SCC#N)n2Cc2ccccc2)c1	-58%	-4%	16	79	64	nt	nt	nt	nt
COC(=O)c1sccc1NC(=O)CSc1ccccc1NS(=O)(=O)c1cc(Cl)ccc1Cl	-54%	0%	nt	nt	nt	nt	nt	nt	nt
Cc1c(C=O)c(C=O)c(C)n1Cc1ccccc1	-20%	-1%	-1	38	40	-17	163	17	163
O=C(c1ccc2c(=O)n3c(nc2c1)CCCCC3)N1CCN(C(c2ccccc2)c2ccccc2)CC1	-60%	-5%	nt	nt	nt	-1	172	1	172
CCN(CC)c1ccc(NC(=O)Nc2ccc(C(C)=O)cc2)cc1	-5%	10%	-1	99	100	-2	164	2	164
O=C(CN1C2=NCCN2c2ccccc21)c1ccco1	14%	13%	4	91	87	8	168	-8	168
CCOC(=O)c1sc(NS(=O)(=O)c2ccccc2Cl)nc1C	-61%	8%	-11	84	95	-16	189	16	189
COc1ccc(C2CC(=O)N3C(=C2C#N)SCC3(O)c2ccccc2)cc1 (configuration not stated)	-8%	-12%	-5	71	75	4	133	-4	133
CC1=NN(C(=O)Cc2ccc([N+](=O)[O-])cc2)C(O)(c2cccnc2)C1 (configuration not stated)	-32%	3%	nt	nt	nt	-5	130	5	130
Cc1nn(C(C)(C)C)c(OC(=O)c2cccs2)c1Sc1ccccc1	-23%	3%	4	98	95	0	167	0	167
CCN1CCCC1CN(Cc1cc2cc(OC)ccc2[nH]c1=O)C(=O)NCc1ccccc1 (configuration not stated)	-58%	-5%	nt	nt	nt	-3	180	3	180
COc1ccc(C2C3=C(Nc4ncnn42)c2ccccc2CCC3)cc1 (configuration not stated)	-66%	-2%	10	86	77	-22	122	22	122
Cc1cc(NCc2ccccn2)nc2ccccc12	-1%	-18%	-3	93	96	nt	nt	nt	nt
N#Cc1ccccc1NC(=O)Nc1ccc(Cl)cc1	-13%	-2%	-5	94	99	-8	155	8	155
O=C(c1cccs1)c1coc2ccc(O)c(CN3CCOCC3)c12	-1%	0%	9	85	76	-2	87	2	87
CC(=C1C(=O)c2ccccc2C1=O)N1CCc2ccccc2C1	23%	-5%	-6	80	86	-2	184	2	184
COc1ccc(-c2nc(CC(=O)O)cs2)cc1	-8%	-8%	18	92	74	-1	185	1	185
COCCn1nc2cc(C(=O)NCC34CC5CC(CC(C5)C3)C4)ccc2c1OC	-28%	10%	nt	nt	nt	-1	107	1	107
CC(=O)c1cnc2c(-c3ccccc3)c(C)nn2c1C	nt	nt	-12	71	83	-5	88	5	88
Cc1ccc(S(=O)(=O)NC(=O)CSc2nc3ccccc3s2)cc1	-13%	8%	nt	nt	nt	7	150	-7	150
CCCCCn1c(CN2CCN(Cc3ccccc3)CC2)nc2c1c(=O)n(C)c(=O)n2C	nt	nt	22	58	36	-26	143	26	143
O=C(c1c[nH]c2ccc(S(=O)(=O)N3CCOCC3)cc2c1=O)N1CCN(c2ccccn2)CC1	-41%	1%	-5	91	96	-6	89	7	89
COc1ccc2c(c1)CC/C(=C\C=C\c1ccccc1OC)C2=O	nt	nt	-4	101	105	-12	148	13	148

Next section (4 carried over from the part before).
SMILES	PLAP inhibition	Bcl-B TR3 displacers	MRP resist rev	MRP resist rev cytotoxicity	MRP resist rev with doxorubicin	NFkB transloc inh	NFkB transloc inh cell count 2 µM	IL1B NFkB pot	IL1B NFkB pot cell count 2 µM
Cc1ccc(S(=O)(=O)NC(=O)CSc2nc3ccccc3s2)cc1	-13%	8%	nt	nt	nt	7	150	-7	150
CCCCCn1c(CN2CCN(Cc3ccccc3)CC2)nc2c1c(=O)n(C)c(=O)n2C	nt	nt	22	58	36	-26	143	26	143
O=C(c1c[nH]c2ccc(S(=O)(=O)N3CCOCC3)cc2c1=O)N1CCN(c2ccccn2)CC1	-41%	1%	-5	91	96	-6	89	7	89
COc1ccc2c(c1)CC/C(=C\C=C\c1ccccc1OC)C2=O	nt	nt	-4	101	105	-12	148	13	148
CC1CCc2nc(NC(=O)C3CCCO3)sc2C1 (configuration not stated)	-1%	-6%	-7	96	103	3	169	-3	169
CC(Sc1ccccc1)C(=O)Nc1ccc(S(=O)(=O)N2CCOCC2)cc1 (configuration not stated)	14%	-3%	6	82	76	-2	151	1	151
CC(C)[C@H](NC(=O)Nc1ccccc1F)C(=O)O	12%	-12%	13	93	80	-16	143	16	143
CCCN(CCC)CCNS(=O)(=O)c1ccc2c(c1)CCN2C(=O)C1CCC1	-67%	-3%	15	83	68	-6	127	6	127
CC(C)CC(=O)NCc1ccc(F)cc1	-6%	1%	11	100	89	7	148	-7	148
Cc1cc(-c2[nH]nc3c2C(c2cccc(O)c2)C(C#N)=C(N)O3)c(C)s1 (configuration not stated)	-75%	-8%	-1	99	100	-6	149	6	149
COc1cc(-c2nc(-c3ccccc3)c(-c3cccs3)[nH]2)cc(OC)c1O	-87%	-8%	-2	59	61	2	167	-2	167
CN1CCN(C(c2cccc(C(F)(F)F)c2)c2nnnn2Cc2ccccc2)CC1 (configuration not stated)	-78%	0%	17	100	83	nt	nt	nt	nt
COc1ccc(CNC2CCCC2)c(OC)c1OC	-7%	-10%	3	89	86	-12	63	12	63
Cc1ccn2cc(-c3ccc(S(=O)(=O)N4CCOCC4)cc3)nc2c1	-2%	-16%	-21	90	111	nt	nt	nt	nt
CCC(=O)Nc1cc(-c2nn(C)c(=O)c3ccccc23)ccc1N1CCCCC1	-31%	7%	4	56	52	2	137	-2	137
Cc1ccc(S(=O)(=O)c2c(N)n(C)c3nc4ccccc4nc23)cc1	15%	32%	19	88	69	-2	125	2	125
CCCC(C)c1nnc(NC(=O)C2CCCO2)s1 (configuration not stated)	-23%	-3%	-7	93	100	-40	138	40	138
CCN(CC)S(=O)(=O)c1cccc(-c2nnc(SCC(=O)NC3CCCCCCC3)n2N)c1	-68%	-6%	-21	47	68	-2	74	2	74
CC(C)C(NC(=O)c1ccc2c(c1)OCO2)C(=O)N/N=C\c1ccco1 (configuration not stated)	2%	-3%	nt	nt	nt	23	143	-23	143
CS(=O)(=O)c1cc([N+](=O)[O-])c(Sc2nc3ccccc3[nH]2)c([N+](=O)[O-])c1	3%	2%	nt	nt	nt	15	190	-15	190
COC(=O)C1CCN(C(=O)CCCOc2ccccc2)CC1	-41%	-3%	10	100	91	-26	120	25	120
CN(C)c1ccc(C(=O)c2ccccc2)cc1	21%	15%	21	97	76	-8	107	8	107

Screening results (PubChem)
